Assay outcomes (PubChem BioAssay)
15-hLO-2 inh – inhibitors of human 15-lipoxygenase 2 (ALOX15B). purified 15hLO-2, xylenol orange hydroperoxide absorbance. Potency, µM (highest dose often 57.1 µM), without a hit: at the highest dose activity change, negative = inhibition, hits mostly inhibitors. hit rate 0.56% among 110,000. AID 881; further: potency means the concentration at half of the fitted maximal effect; nearly all actives have a fitted effect of over 60% in size; many of its hits are not listed in these tables
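Purified human 15hLO-2 (50 nM final) preincubated with compounds 15 min at room temperature in 25 mM Hepes pH 7.5, 0.01% Triton X-100, then 45 uM arachidonic acid added for 90 min; hydroperoxide detected via ferrous/xylenol orange, 573/405 nm absorbance ratio.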
ALOX12 inhib – 12-hLO (ALOX12) enzyme inhibition. purified 12-hLO, xylenol orange hydroperoxide absorbance. hit rate 0.12% among 150,000. Potency, µM (highest dose often 57.1 µM), for the others: at the top dose activity change, negative = inhibition, most hits filed as inhibitors. P18054; further: potency means the concentration at half of the fitted maximal effect; nearly all actives have a fitted effect of over 55% in size; many of its hits are not listed in these tables
Target sequence (P18054 whole entry, looked up): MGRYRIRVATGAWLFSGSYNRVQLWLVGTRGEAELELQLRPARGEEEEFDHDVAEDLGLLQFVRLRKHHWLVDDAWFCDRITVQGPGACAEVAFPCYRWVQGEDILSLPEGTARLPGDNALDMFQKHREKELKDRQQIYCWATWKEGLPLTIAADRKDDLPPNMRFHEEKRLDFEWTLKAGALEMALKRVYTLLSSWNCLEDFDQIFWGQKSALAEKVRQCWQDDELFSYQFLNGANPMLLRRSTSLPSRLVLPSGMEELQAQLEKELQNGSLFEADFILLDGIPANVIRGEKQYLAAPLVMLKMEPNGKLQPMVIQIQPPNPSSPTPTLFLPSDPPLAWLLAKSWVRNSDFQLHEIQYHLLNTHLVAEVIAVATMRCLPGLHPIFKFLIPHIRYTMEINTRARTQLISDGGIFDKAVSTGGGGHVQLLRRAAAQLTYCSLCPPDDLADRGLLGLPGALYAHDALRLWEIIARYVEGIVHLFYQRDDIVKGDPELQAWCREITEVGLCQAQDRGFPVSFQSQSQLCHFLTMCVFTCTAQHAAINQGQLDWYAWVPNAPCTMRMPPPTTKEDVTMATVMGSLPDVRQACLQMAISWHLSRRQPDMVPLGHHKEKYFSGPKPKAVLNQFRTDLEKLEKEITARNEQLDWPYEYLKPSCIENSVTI
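Lipoxygenase turnover measured by absorbance at 573 and 405 nm after Fe-XO development. Human 12hLO 150 nM, arachidonate 40 uM, pH 7.0 Hepes buffer with detergent; 15 min compound preincubation, 30 min reaction.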
IMPase inh – membrane-permeable compound that blocks inositol monophosphatase | P97697 | CHO-M1 cells, IP1 accumulation, HTRF TR-FRET ratio | inhibition (IP1 accumulation), % at 46.1 µM | 120,000 tested, under 10 active | AID 901; active means well fitted curve in the direction sought with a large enough effect in the signal ratio, not every such curve was filed as active; inconclusive means small, poorly fitted or top-dose-only effect, or a change in a side signal; inactive means no such curve, though single readings can be large or run the other way; the % refers to the signal ratio;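 further: cells stimulated with carbachol in lithium chloride buffer; plate controls were DMSO basal wells for no effect and reference inhibitor wells for full effect; higher means more IMPase inhibition seen as more IP1 and lower FRET ratio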
Target sequence (P97697 whole entry, looked up): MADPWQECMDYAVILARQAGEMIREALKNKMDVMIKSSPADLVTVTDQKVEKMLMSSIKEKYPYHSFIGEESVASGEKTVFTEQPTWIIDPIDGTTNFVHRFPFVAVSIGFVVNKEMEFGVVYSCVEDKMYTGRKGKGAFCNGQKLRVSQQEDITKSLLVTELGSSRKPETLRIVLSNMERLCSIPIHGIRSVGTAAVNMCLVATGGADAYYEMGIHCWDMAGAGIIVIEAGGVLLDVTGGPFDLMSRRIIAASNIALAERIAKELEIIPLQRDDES
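In this qHTS, compounds (final up to 46 uM) act on CHO-M1 cells that are then activated through the M1 receptor with carbachol, in pH 7.4 buffer containing 50 mM LiCl, for 30 min. IP1 accumulation is quantified by the IP-One immunoassay.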
PNC assembly inh – blocks assembly of the perinucleolar compartment; PC3M PTB-GFP, PNC prevalence imaging, 16 h; active compounds read low; activity change (PNC), negative = inhibition, % at 10 µM; hit rate 3.1% among 140,000; AID 2417;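 active means readout at or below -70, meaning at least 70% loss of cells showing the perinucleolar compartment, a nuclear body marking cancer cells; inconclusive means readout between -30 and a set limit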;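 further: plate controls were DMSO wells for no effect and camptothecin positive control wells for full effect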
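PC3M cells stably expressing PTB-GFP, 750–1000 cells/well, treated 16 h at 37 °C with compound (23 nl of library stock), in duplicate. After paraformaldehyde fixation and Hoechst stain, imaged at 20x; PNC prevalence scored by image analysis.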
Numbers without * were called inactive; ? = inconclusive; . = not tested or not shown; [ ] = remark or other dose. Unless noted, the call rests on the fitted dose curve; in most records, active means well fitted curve in the direction sought with a large enough effect; inconclusive means small, poorly fitted or top-dose-only effect, or another doubt; inactive means no such curve, though single readings can be large; an effect the other way counts as inactive or inconclusive. Unless noted, on the % scale 0 is the no-effect control and ±100 the full control effect. Only part of the results is shown. The share of hits here may be higher or lower than overall.

SMILES	15-hLO-2 inh	ALOX12 inhib	IMPase inh	PNC assembly inh
Clc1ccc(OCc2nnc(SCc3nc4ccccc4[nH]3)n2Cc2ccco2)cc1	41%[activator]	-14%	10	-28
CC(C)CCNC(=O)CCC(=O)NNc1nc2ccccc2c2nc(-c3ccccc3)nn12	.	-2%	.	?
CCOP(=O)(OCC)C(C)(C)NC(=O)c1cc([N+](=O)[O-])cc([N+](=O)[O-])c1	4%	-9%	-7	?
CC(C)(C)c1ccc(-c2cc(N)n[nH]2)cc1	64%[activator]	-16%	0	6
C1CSC2(N1)C1CC3CC(C1)CC2C3 (stereo not given)	-8%	-1%	1	-5
N#Cc1nc(-c2ccco2)oc1N1CCC(Cc2ccccc2)CC1	-9%	-6%	-6	-13
COc1cc(C(C)=O)cc(OC)c1O	-4%	11%	.	.
c1ccc(C[n+]2cccc3c4ccccc4ccc32)cc1	15%	9%	16	30
COc1cc2c(cc1OC)CN(CC(=O)Nc1cccc(C)c1)CC2	.	-2%	?	162
COc1ccc(N2CCN(CC(O)COc3ccccc3[N+](=O)[O-])CC2)cc1 (stereo not given)	.	0%	.	-23
CCCCn1c(C)cc(C)c(S(=O)(=O)c2ccccc2C)c1=O	0%	0%	2	-11
O=C(NCCCNCCCNC(=O)c1ccccn1)c1ccccn1	7%	1%	1	?
Cc1cc2cc3c(cc2nc1SCC(=O)OC(C)C)OCO3	7%	0%	0	18
CCn1c(=O)n(CC(=O)Nc2cccc(OC)c2)c(=O)c2ccccc21	1%	3%	8	-8
CCOc1cc(C)c(C(C)C)cc1S(=O)(=O)N1CCN(C)CC1	8%	4%	1	7
Cc1ccc(S(=O)(=O)NNC(=O)c2snnc2C)cc1	-1%	-6%	-3	25
COc1ccccc1CNC(=O)CN(c1ccc(C)cc1)S(=O)(=O)c1c(C)nn(C)c1C	5%	-21%	8	-18
COC(=O)[C@@H]1C[C@@H]2CC[C@@H](O)C[C@@H]2N1CC1CCCCC1	-10%	-10%	.	.
CCc1nnc(NC(=O)CSc2nc3c(c(=O)n2C)SC(C)C3)s1 (stereo not given)	.	-3%	-1	-15
COc1ccc(OC)c(Nc2nc(-c3ccc(O)c(O)c3)cs2)c1	13µM*	?	6	-19
CC(=O)Nc1ccc(S(=O)(=O)N(Cc2ccccc2)C(C)C)cc1	16%	1%	-5	-4
COCCCNC(=O)COc1cc(C)c(Cl)c(C)c1	-6%	0%	5	-25
Cc1ccc(C)c(CSc2nnc(-c3cccnc3)n2N)c1	-3%	-3%	-7	?
CC1CN(CCc2ccccc2)c2nc3c(c(=O)[nH]c(=O)n3C)n2C1 (stereo not given)	-3%	-7%	-8	28

Complete entries from above. Order of screens: 15-hLO-2 inh	ALOX12 inhib	IMPase inh	PNC assembly inh
Entry for COCCCNC(=O)COc1cc(C)c(Cl)c(C)c1 → -6%	0%	5	-25
Entry for COc1ccccc1CNC(=O)CN(c1ccc(C)cc1)S(=O)(=O)c1c(C)nn(C)c1C → 5%	-21%	8	-18
Entry for CCOc1cc(C)c(C(C)C)cc1S(=O)(=O)N1CCN(C)CC1 → 8%	4%	1	7
Entry for COC(=O)[C@@H]1C[C@@H]2CC[C@@H](O)C[C@@H]2N1CC1CCCCC1 → -10%	-10%	.	.

(continued)
SMILES	15-hLO-2 inh	ALOX12 inhib	IMPase inh	PNC assembly inh
CCC[C@@H]1C[C@@]1(CCC)[C@@H](NC(=O)Oc1ccccc1)c1ccc(C(=O)OC)cc1	2%	-1%	.	.
Nc1ccc(-c2cc(-c3ccc(N)cc3)nc(-c3ccccc3)n2)cc1	.	-1%	.	-11
Cc1oc(-c2cccc(Cl)c2)nc1CN1CCC(C(=O)NCc2ccco2)CC1	33%[activator]	-15%	-5	?
O=C(NC1CCCC1)c1ccc(S(=O)(=O)N2CCOCC2)cc1	-4%	11%	-3	43
CC(C)(C)c1cc2c(O)c(c1)Cc1cc(C(C)(C)C)cc(c1O)Cc1cc(C(C)(C)C)cc(c1O)Cc1cc(C(C)(C)C)cc(c1O)Cc1cc(C(C)(C)C)cc(c1O)Cc1cc(C(C)(C)C)cc(c1O)Cc1cc(C(C)(C)C)cc(c1O)Cc1cc(C(C)(C)C)cc(c1O)C2	-9%[11.4 µM]	-1%[11.4 µM]	.	.
Nc1nonc1C(=O)N/N=C/c1ccc(-c2cccc([N+](=O)[O-])c2)o1	-1%	3%	-6	15
O=C(CCN1C(=O)C2CC=C(Cl)CC2C1=O)NC1CCCCC1 (stereo not given)	2%	2%	-5	-8
COc1ccc(C(C)=O)cc1CSc1nc2cc(Cl)ccc2o1	2%	6%	9	35
CC(C)(C)C(=O)NC(=S)Nc1ccccc1C(N)=O	.	1%	.	?
COc1ccccc1OCCN1CSC(=S)N(C)C1	.	-2%	.	37
CCOC(=O)CC(=O)CSc1nc2sc(C)cc2c(=O)n1Cc1ccco1	-4%	-22%	-16	-13
CC(=O)OC1CC2C(C)(C)C(=O)CC[C@]2(C)C2CC[C@]3(C)C(=CC(=O)OC3c3ccoc3)[C@]12C (stereo not given in full)	-5%	-1%	.	.
Cc1nn(C)c(C(=O)N2CCN(C(=O)c3ccco3)CC2)c1Br	.	-1%	.	?
O=S(=O)(NNc1ccc(Cl)nn1)c1ccc(F)cc1	.	-4%	.	-88*
CCOC(=O)Cn1nc(-c2ccccc2)c2cnc3ccc(CC)cc3c21	.	8%	.	?
CCN1CCN(C(=O)/C=C\C(=O)O)CC1	4%	6%	1	47
Cc1nc2ccccc2c2oc(C(=O)N3CCC(N4CCCCC4)CC3)cc12	.	2%	13	43
O=C(c1ccco1)N1CCN(S(=O)(=O)c2ccc(C3CCCCC3)cc2)CC1	5%	4%	-1	19
Cc1[nH]c2ccccc2c1/C=C/c1cc[n+](C)cc1	.	-1%	?	-23
CCCNS(=O)(=O)c1cc(Br)cc2c1N(C(=O)CC)CC2	0%	-1%	6	-2
O=S(=O)(c1cccc(-c2nnco2)c1)N1CCCC1	-3%	-2%	-7	-107*
CCNc1c(NC(C)=O)c(=O)oc2ccccc12	.	-2%	.	-6
Cc1nc(CS(=O)(=O)c2ccccc2)cc(Sc2ccccc2Cl)n1	6%[11.4 µM]	1%	8[1.84 µM]	?
Cn1c(=Nc2ccc(N3CCOCC3)cc2)ccc2ccccc21	0%	-5%	9	34
O=C1CCCc2sc3c(c2N1)CCCCC3	-1%	0%	1	-27
CCCn1nc2cc(C(=O)NCCc3cccs3)ccc2c1OCC	2%[11.4 µM]	2%	10[1.84 µM]	?
Cc1ccc(S(=O)(=O)NC2c3cccc4cccc(c34)C2Sc2nncn2C)cc1 (stereo not given)	.	1%	.	-18
Cc1cc2nnc(SCC(=O)OC(C)C)n2c2ccccc12	2%	0%	-2	38
Cc1ccc2nc(SCC(=O)NNC(=O)c3ccccc3)[nH]c2c1	.	-1%	7	-13
COC(=O)c1ccc(NC(=S)NC2CCCCC2)cc1	-18%	-15%	0	14
Cn1c(=O)c2c(ncn2CC(=O)N2CCc3ccccc3C2)n(C)c1=O	-7%	0%	-8	5
O=C(NCC1OCCc2ccccc21)c1ccco1 (stereo not given)	-6%	-6%	-6	18
O=C(Nc1cccc(O)c1)C(=O)Nc1ccccn1	.	-6%	-7	30
COc1cc(S(=O)(=O)N2CCOCC2)ccc1NC(=O)CN1c2cccc3cccc(c23)S1(=O)=O	.	1%	.	-13
COc1ccc(C(=O)Nn2c(SCC(=O)NCC3CCCO3)nc3ccccc3c2=O)cc1 (stereo not given)	-2%[11.4 µM]	0%	1[1.84 µM]	-19
Brc1ccc(C2C3=C(Nc4ncnn42)c2ccccc2OC3c2ccncc2)cc1 (stereo not given)	30%[activator]	-1%	7	37
COc1ccc(NC(=O)N2CCN(S(C)(=O)=O)CC2)cc1OC	5%	2%	10	?
Cn1nc(-c2ccc(OCC(=O)NCC3CCCO3)cc2)c2ccccc2c1=O (stereo not given)	-2%	-7%	0	11
O=C(Nc1cccc(Cl)c1N1CCCC1)c1ccc(Br)o1	5%	-2%	?	56
O=C(CSc1nnc(-c2cccs2)n1CC1CCCO1)c1cc2ccccc2o1 (stereo not given)	-29%	-12%	8	-29
CC(O)CN(CCC(N)=O)CCC(N)=O (stereo not given)	-13%	-3%	1	-25
Cc1ccc2oc(=O)c3cc(C(=O)NCc4ccco4)sc3c2c1	-19%	5%	6	39
O=C(NCc1ccco1)c1cnn2c1NC(c1ccccc1)CC2C(F)(F)F (stereo not given)	5%	-3%	7	?
CCOc1ccc2nc(NC(=O)Nc3cccs3)sc2c1	.	0%	.	29
CCOc1cc(S(=O)(=O)Nc2ccc(CC)cc2)ccc1Cl	-10%	-17%	5	16
Cn1nnnc1SCC(=O)Nc1ccccc1N1CCCCC1	.	-4%	?	-7
Cc1cc(Nc2ccccc2)n(-c2cccc(Cl)c2)n1	-10%	-4%	8	-96*
Cc1c(S(=O)(=O)Nc2cccc(Cl)c2)c(=O)n(C)c(=O)n1C	5%	2%	-4	?
CSc1nnc2n(-c3ccccc3)c(=O)c3c4c(sc3n12)CCC4	4%	-6%	-3	15
Cc1cccc(CS(=O)(=O)Cc2ccc(C(=O)NCC3CCCO3)o2)c1 (stereo not given)	-5%	-6%	4	-8
CC(C)CNC(=O)c1cccc(NC(=O)Cc2ccc(Cl)cc2)c1	.	-5%	.	-16
COCCSc1nnc(NC(=O)C2CCCCC2)s1	0%	-3%	-2	7
O=C(NCCCn1ccnc1)Nc1ccc(Cl)cc1Cl	40%[activator]	-3%	-6	-114*
CN(Cc1cccs1)c1ncnc2sccc12	-1%	-6%	2	15
COc1ccc(NC(=O)c2cc(S(=O)(=O)NCC3COc4ccccc4O3)ccc2F)cc1 (stereo not given)	.	-6%	2	16
O=C(CSc1nnc(-c2ccccc2)n1-c1ccc(Cl)cc1)NNC(=S)Nc1ccccc1	.	-19%	2	18
Nc1ccc(Cc2ccc(N)c(C(=O)O)c2)cc1C(=O)O	-7%[11.4 µM]	-1%[11.4 µM]	3	-16
Cc1cccc(N2C(=O)/C(=C\c3ccc(OC(F)F)cc3)c3ccccc3C2=O)c1	.	1%	-3	-13
O=S(=O)(c1ccc(-c2nnc(SCc3nnc(-c4ccccc4)o3)o2)cc1)N1CCCC1	?	-3%	-16	11
c1ccc(Oc2cccc(OCCCCN3CCCC3)c2)cc1	.	1%	.	-14

Next records.
SMILES	15-hLO-2 inh	ALOX12 inhib	IMPase inh	PNC assembly inh
CCN(CC)c1ccc(C(=O)NC(=S)Nc2cc(S(=O)(=O)N3CCOCC3)ccc2-n2cncn2)cc1	.	-1%	.	7
CCOC(=O)c1[nH]c(CSc2nnc(-c3ccncc3)n2CCOC)c(C(=O)OCC)c1C	3%[2.29 µM]	-5%	1	?
N#Cc1cnc2sc3ccccc3n2c1=N	0%	-3%	-29	-4
COC(=O)C(N)Cc1ccc(O)cc1 (stereo not given)	2%	3%	6	1
COc1ccc2c(c1)C(=O)/C(=C/C=C/c1ccccc1)CC2	.	-12%	-1	35
CN1C(=O)C2C=CC1C1C(=O)N(c3ccccc3)C(=O)C21 (stereo not given)	-9%	2%	-10	-11
Cc1nn(-c2ccccc2)c(C)c1C(=O)OCC(=O)N1CCN(S(=O)(=O)c2ccccc2)CC1	3%	-4%	4	?
COC(=O)CSc1ccc(C#N)c(SCC(=O)OC)c1	2%	1%	2	64
CCCC(=O)Nc1nnc(Cc2ccccc2)s1	-13%	3%	-5	-9
CCOC(=O)c1ccccc1NC(=O)Cn1c(=O)n(Cc2ccccc2)c(=O)c2c(C)c(C)sc21	.	-4%	8	19
COc1ccc(NC(=O)CSc2nnc(Cc3cccn3C)n2CCc2ccccc2)c(OC)c1	-6%	-3%	5	48
Cc1ccc(-n2nc(-c3ccco3)cc2C(=O)NCc2cccnc2)cc1	-22%	?	11	20
